# CHX counter – affects cycloheximide protein synthesis inhibition readout, counter-screen; max response, %; AID 2314; cell reporter, cycloheximide protein synthesis inhibition counterscreen; 300,000 tested, 12% active; in the data active means max response mostly above about 13%, no sharp cut-off; inactive means mostly below about 14%; further: read at 38.3 µM for the half of the compounds with a filed dose; 0% is about no effect
# Shiga toxin inh – inhibitors of Shiga toxin in Vero cells; Vero cells, Shiga toxin protein synthesis inhibition reporter; inhibition, % at 38.7 µM; 290,000 tested, 9.2% active; AID 2315; in the data active means inhibition mostly above about 28%, no sharp cut-off; inactive means mostly below about 43%; further: 0% is about no effect
# LmPK inh – LmPK (Leishmania mexicana) enzyme inhibition | Q27686 | purified LmPK, Kinase-Glo ATP luminescence, 1 h | Potency, µM (highest dose often 57.5 µM), for inactives: top-dose activity change, negative = inhibition, most hits filed as inhibitors | 290,000 tested, 0.37% active; further: potency means the concentration at half of the fitted maximal effect; on the % scale 0 is the no-effect control and ±100 the full control effect
# Target sequence (Q27686 whole entry, looked up): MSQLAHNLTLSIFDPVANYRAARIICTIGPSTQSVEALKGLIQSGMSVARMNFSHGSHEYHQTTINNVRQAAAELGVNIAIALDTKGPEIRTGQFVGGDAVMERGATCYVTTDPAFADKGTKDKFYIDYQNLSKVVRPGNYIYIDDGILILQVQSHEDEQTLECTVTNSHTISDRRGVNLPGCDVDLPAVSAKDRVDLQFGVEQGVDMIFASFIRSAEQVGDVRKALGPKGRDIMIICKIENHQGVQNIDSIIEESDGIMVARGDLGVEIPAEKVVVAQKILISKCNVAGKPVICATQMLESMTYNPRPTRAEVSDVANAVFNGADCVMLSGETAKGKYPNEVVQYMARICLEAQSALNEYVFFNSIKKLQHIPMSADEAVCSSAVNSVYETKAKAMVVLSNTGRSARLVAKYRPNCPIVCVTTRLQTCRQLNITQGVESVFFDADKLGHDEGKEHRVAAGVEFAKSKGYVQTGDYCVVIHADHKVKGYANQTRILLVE
#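 In 50 mM imidazole pH 7.2 with 7 mM MgCl2, LmPK (0.1 nM) turned over PEP (0.5 mM) and ADP (0.1 mM) for 1 h at room temperature. Luciferase read-out of ATP.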
# Pf growth 96h – inhibits malaria parasite growth, 96 h; P. falciparum luciferase reporter growth, 96 h; Potency, µM (highest dose often 28.7 µM), for the others: at the highest dose activity change, negative = inhibition, most hits filed as inhibitors; 320,000 tested, 6.9% active; AID 504834; further: potency means the concentration at half of the fitted maximal effect; on the % scale 0 is the no-effect control and ±100 the full control effect
#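 Readout is luminescence from an integrated firefly luciferase in P. falciparum. Red cells, 2% hematocrit and 0.05% parasitemia final, were cultured with compound through two parasite generations (96 hours) at 37 C, 5% CO2.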
# Pf growth 48h – P. falciparum growth inhibition at 48 hours (one generation); Potency, µM (doses to about 28.7 µM), without a hit: top-dose activity change, negative = inhibition, hits mostly inhibitors; 310,000 tested, 5.9% active; P. falciparum luciferase growth in erythrocytes, 48 h; further: potency means the concentration at half of the fitted maximal effect; on the % scale 0 is the no-effect control and ±100 the full control effect
#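 Growth was read as firefly luciferase luminescence after a 48 h, 37 C, 5% CO2 exposure of compounds to reporter-bearing P. falciparum cultures (0.1% parasitemia, 2% hematocrit final) in Albumax-supplemented RPMI 1640.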
# Tb PYK inh – T. brucei pyruvate kinase inhibition | Potency, µM (series often up to 76.8 µM), without a hit: at the highest dose activity, negative = inhibition, usual class: inhibitors | 410,000 tested, 0.12% active | AID 624173 | TbPYK enzyme, Kinase-Glo Plus ATP luminescence, 45 min; further: potency means the concentration at half of the fitted maximal effect; on the % scale 0 is the no-effect control and ±100 the full control effect; nearly all actives have a fitted effect of over 50% in size
#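 Readout: single end-point luminescence (Kinase-Glo Plus, 10 min). Reaction conditions were TbPYK/substrate plus 130 uM ADP, 45 min at RT, pH 7.2 TEA buffer. No-enzyme wells served as controls, and data were normalized before concentration-response fitting.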
# AmpC no deterg – inhibitors of E. coli AmpC beta-lactamase without detergent. AID 485341. AmpC nitrocefin hydrolysis, absorbance 480 nm, 0.0001% Triton. P00811. 330,000 tested, 0.52% active. Potency, µM (highest dose often 57.1 µM), for the others: at the highest dose activity change, negative = inhibition, usual class: inhibitors;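 further: potency means the concentration at half of the fitted maximal effect; plate controls were no compound for no effect and no enzyme for full effect; nearly all actives have a fitted effect of over 20% in size; some results filed as inactive show a strong effect at the top dose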
# Target sequence (P00811 whole entry, looked up): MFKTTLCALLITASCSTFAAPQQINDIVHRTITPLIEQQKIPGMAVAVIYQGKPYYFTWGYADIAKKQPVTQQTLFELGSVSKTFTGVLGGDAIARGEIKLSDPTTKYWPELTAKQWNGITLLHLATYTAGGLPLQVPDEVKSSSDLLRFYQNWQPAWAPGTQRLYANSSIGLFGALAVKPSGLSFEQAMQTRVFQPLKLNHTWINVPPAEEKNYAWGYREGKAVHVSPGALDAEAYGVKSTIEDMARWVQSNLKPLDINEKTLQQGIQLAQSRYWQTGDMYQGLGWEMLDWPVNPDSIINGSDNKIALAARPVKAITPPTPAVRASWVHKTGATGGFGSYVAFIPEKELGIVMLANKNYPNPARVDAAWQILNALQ
#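 AmpC (5.3 nM in the dispensed reagent) in 20 mM phosphate pH 7.0 with 0.01% (detergent screen) or 0.0001% Triton X-100 was preincubated with compounds for 15 min at room temperature. Nitrocefin was then added from an 800 uM solution, and hydrolysis was followed at 480 nm.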
# Active calls of the source: *; ? = inconclusive; · = not tested or not shown; & = joins results of further samples; [ ] = remark or other dose. Unless noted, the call rests on the fitted dose curve; in most records, active means well fitted curve in the direction sought with a large enough effect; inconclusive means small, poorly fitted or top-dose-only effect, or another doubt; inactive means no such curve, though single readings can be large; an effect the other way counts as inactive or inconclusive.
SMILES,CHX counter,Shiga toxin inh,LmPK inh,Pf growth 96h,Pf growth 48h,Tb PYK inh,AmpC no deterg
CC(C)Cn1c(-c2ccccc2)nc(=S)c2c1CCCC2,-3,-4,2%,·,-16%,4%,-10%
O=C(/C=C/c1ccc(Br)o1)NCCCN1CCOCC1,9,13,7%,13%,-12%,-3%,-13%
O=C(Nc1ccccc1C(=O)N1CCCC1)c1cccc(S(=O)(=O)N2CCCCCC2)c1,-3,5,0%,?,?,-1%,29%
O=C1NC2(NN1c1ccccc1)C1CC3CC(C1)CC2C3 (stereo not given),-3,-8,1%,13%,·,-1%,2%
CCC1(C)Cc2c(sc3nnn(CC(=O)Nc4cccc5ccccc45)c(=O)c23)CO1 (stereo not given),2,-2,0%,-10%,0%,3%,-16%
COc1ccc(NC(=S)Nc2cc(C(F)(F)F)ccc2F)cc1,-1,-4,2%,204%[activator],26%,2%,-14%[2.29 µM]
O=C(Cn1cc2c(n1)CCCC2)NCC1CCCO1 (stereo not given),-7,-12,5%,32%[activator],·,5%,-9%
O=C(Cn1nnc(-c2ccccc2)n1)NNC(=O)c1ccccc1,-3,-21,-2%,16%,17%,-4%,-25%
CC1Cc2ccccc2N1C(=O)CN(C)CC(=O)Nc1ccc(F)cc1 (stereo not given),·,·,·,?,?,-10%,21%
CC1=C(C(=O)NC(C)CCc2ccccc2)C2(CCC(C)CC2)OC1=O (stereo not given),-4,-5,3%,?,?,-6%,22%
CC(C)(C)c1ccc(-c2nnc(NC(=O)c3ccccc3)s2)cc1,-2,3,-3%,29%,52%[activator],1%,-12%
CCOc1ccc(S(=O)(=O)N2CCN(C(=O)c3cc(S(=O)(=O)N4CCOCC4)ccc3C)CC2)cc1,·,·,·,3.7µM*,8.3µM*,4%,259%[activator]
Cc1ccccc1C1CC(c2ccccc2OC(F)F)Nc2ncnn21 (stereo not given),-1,-18,-2%,13%,?,2%,44%
CCCCc1ccc2nc(NC(=O)OC)[nH]c2c1,·,·,·,45%[activator][12.8 µM],55%[activator][12.8 µM],-4%[33.2 µM],·
CN(CC(=O)Nc1ncn[nH]1)S(=O)(=O)c1ccc(Cl)cc1,-7,-10,-5%,5%,-27%,3%,-1%
O=C(CCS(=O)(=O)c1cccc2nsnc12)NCc1ccccc1,-2,1,5%,?,-6%,-9%,-2%
COc1ccccc1C(=O)NCC1(c2ccccc2)CCCC1,-5,13,3%,10%,?,-1%,-3%
O=C(Nc1cnn(Cc2ccc(Cl)c(Cl)c2)c1)C12CC3CC(CC(C3)C1)C2,-1,9,4%,7.4µM*,13µM*,-5%,-3%
Cc1cc(=O)oc2cc(OCC(=O)NCCCn3ccnc3)ccc12,7,-10,0%,15%,48%[activator],3%,-8%
COc1cc(OC)c2ccc(=O)oc2c1C(CC(=O)N1CCCC1)c1ccc2c(c1)OCO2 (stereo not given),-6&-3,-5&-4,9%,?,9.3µM*,2%,126%[activator]
COc1cccc(NC(=O)CN(C)C(=O)c2c(C)nn(CC(C)C)c2Cl)c1,·,·,·,?,-26%,-2%,8%
COc1ccccc1NC(=O)/C=C/c1ccc(OC)c(S(=O)(=O)N2CCOCC2)c1,7,11,1%,-5%[5.75 µM],13µM*,4%,82%[activator]
CN1CCC(N(C)S(=O)(=O)c2ccc(F)cc2F)CC1,0,-6,3%,6%,31%[activator],5%,-2%
O=C(Nc1ccc(C(=O)N2CCOCC2)cc1)c1ccc([N+](=O)[O-])cc1,-5,8,0%,63%[activator],-10%,3%,0%
CCOc1cc(/C=N/NC(=O)COc2cccc(C)c2)ccc1OC(=O)c1cccs1,4,1,6%,31%[activator],24%,-10%,-32%

# A draw from above in order of SMILES length, falling:
SMILES,CHX counter,Shiga toxin inh,LmPK inh,Pf growth 96h,Pf growth 48h,Tb PYK inh,AmpC no deterg
COc1cccc(NC(=O)CN(C)C(=O)c2c(C)nn(CC(C)C)c2Cl)c1,·,·,·,?,-26%,-2%,8%
O=C(Cn1nnc(-c2ccccc2)n1)NNC(=O)c1ccccc1,-3,-21,-2%,16%,17%,-4%,-25%
CN1CCC(N(C)S(=O)(=O)c2ccc(F)cc2F)CC1,0,-6,3%,6%,31%[activator],5%,-2%

# The listing picks up; the 2 compounds before the break are reprinted first.
SMILES,CHX counter,Shiga toxin inh,LmPK inh,Pf growth 96h,Pf growth 48h,Tb PYK inh,AmpC no deterg
O=C(Nc1ccc(C(=O)N2CCOCC2)cc1)c1ccc([N+](=O)[O-])cc1,-5,8,0%,63%[activator],-10%,3%,0%
CCOc1cc(/C=N/NC(=O)COc2cccc(C)c2)ccc1OC(=O)c1cccs1,4,1,6%,31%[activator],24%,-10%,-32%
O=C(Nc1ccc(-c2ccc([N+](=O)[O-])cc2)cc1)c1ccccc1F,16,12,-4%,10%,26%,3%,-12%
Oc1ccccc1-c1nnc(COc2ccccc2)o1,27*,40,4%,-24%,·,-8%,-33%
COc1cccc(NC(=O)CN(C)C(=O)c2cc(S(=O)(=O)N3CCCCCC3)ccc2OC)c1,·,·,·,?,?,5%,76%[activator]
Cc1n[nH]c(C)c1S(=O)(=O)N1CCCC(C(=O)Nc2nccs2)C1 (stereo not given),-4,-11,2%,?,·,2%,-12%
Cn1[nH]c(=O)c(Cl)c(Cl)c1=O,-2,4,0%,·,17%,8%,-10%
Cc1oc(-c2ccc(Cl)cc2)nc1CN1CCCC(C(=O)NC2CC2)C1 (stereo not given),5,-4,-3%,?,0%,-1%,0%
C/C(=N\NC(=O)c1ccccc1)c1cc2cc([N+](=O)[O-])ccc2oc1=O,-1,-3,2%,?,?,4%,-14%
CCCCCCCC(=O)OCC(COC(=O)CCCCCCC)OC(=O)CCCCCCC,·,·,·,-12%&-4%,8%&-6%,1%&-7%,-7%
Cn1cccc1CNCc1ccccc1Cl,-2,18,-2%,?,-4%,-1%,-1%
CCOc1ccccc1/C=C(\C#N)C1=CCCC1,-3,-8,9%,10%,7%,2%,-10%
C/C(=C\c1ccc2c(c1)OCO2)C1Nc2cccc3cccc(c23)N1,·,·,·,67%[activator],-12%,-10%,-6%
O=C(NCCCn1cccn1)C1CCC(=O)N(Cc2cccc(C(F)(F)F)c2)C1 (stereo not given),-2,-5,13%,11%,16%,0%,26%
CCC(c1nnnn1Cc1ccc2c(c1)OCO2)N1CCN(c2ccc(F)cc2)CC1 (stereo not given),-2,-4,20%,·,·,3%,25%
Cc1[nH]n(C(C)(C)C)c(=O)c1Sc1ccccc1,6,-9,2%,12µM*,-11%,-7%,-20%
CCCCS(=O)(=O)N1C2=NC(C(=O)OC)=C(C(=O)OC)[C@@H]3N(C)c4ccc(OC)cc4[C@]23C[C@H]1C(=O)OC,7,-4,2%[11.5 µM],?,10µM*,3%,170%[activator]
COc1ccc(CN2C(=O)NC(=O)/C(=C\c3cc(OC)c(OC)c(OC)c3)C2=O)cc1,-4,17,-10%,-3%,3%,-20%,-13%
Cc1ccc(NC(=S)NCCO)c(C)c1,6,-1,1%,15%,18%,-4%,-6%
O=C(NNC(=O)c1ccccc1Br)c1ccccc1Cl,19*,23,-8%,?,15%,-6%,-27%
COCCNc1nc(N)c([N+](=O)[O-])c(Nc2ccc(F)cc2)n1,-3,-14,0%,?,?,22%,-19%
O=C(CNC(=O)c1ccncc1)N/N=C/c1cccc([N+](=O)[O-])c1,3,-18,-4%,?,10%,-1%,-22%
COc1ccc(NCC(=O)N/N=C/C=C\c2ccccc2)cc1,21*,19*,6%,2.6µM*,16%,5%,-3%
CC(Sc1nc(N)cc(=O)[nH]1)C(=O)NCC(=O)Nc1ccc(F)c(F)c1F (stereo not given),·,·,·,13%,-28%,1%,-22%
Cc1nnc(NC(=O)CSc2nnc(Cc3cccn3C)n2C)s1,-1,-2,2%,-2%,18%,2%,32µM*
Cc1ccc(C(=O)/C=C/Nc2cccc(O)c2)cc1,9.7*,-4,?,1%,175%[activator],-18%,?
O=C(c1ccc2c3n(nc2c1)-c1ccccc1CO3)N1CCCCC1,29*,80*,6.3µM*,-21%,230%[activator],?,33%

# The list continues:
SMILES,CHX counter,Shiga toxin inh,LmPK inh,Pf growth 96h,Pf growth 48h,Tb PYK inh,AmpC no deterg
CCN(CC)CCNC(=O)c1ccc(NC(=O)/C=C/c2ccc3ccccc3n2)cc1,-2,-18,0%,-29%,9%,-10%,-20%
Cc1ccc(N2CCN(CC(O)COC3CCCCC3)CC2)cc1 (stereo not given),5,-16,3%,·,10%,9%,-4%
O=C(CC(=O)NC1CCCCC1)N/N=C/c1ccccc1Cl,-1,-11,-6%,?,19%,3%,-21%
COc1ccccc1NC(=O)COC(=O)c1cc2c(s1)CCC2,·,·,·,-2%,49%[activator],10%,-29%
CC1(C)C2CCC1(C)C(NC(=O)/C=C/c1ccccc1)C2 (stereo not given),22,58,9%,-26%,7.4µM*,1%,-24%
CCOC(=O)c1ccc(NC(=O)c2nc[nH]c2C(=O)N2CCC(C)CC2)cc1,-3,-5,3%,?,?,3%,5%
Cc1ccc(C(=O)NCC(=O)NC23CC4CC(CC(C4)C2)C3)cc1,37*,69*,-4%,71%[activator],73%[activator],-3%,4%
O=S(=O)(c1ccc(NC2CCCCC2)cc1)N1CCOCC1,-1,34,-4%,0%,10%,-1%,-15%
Cn1nc(C(=O)NCCc2ccc3c(c2)OCCO3)c2ccccc2c1=O,·,·,·,-6%,?,1%,-8%
CN(C(=O)COC(=O)c1ccc(-c2ccc(O)cc2)cc1)C1CCS(=O)(=O)C1 (stereo not given),-2,24,-1%,31%[activator],30%[activator],2%,-23%
Cc1cccn2c(=O)c3cc(C(=O)NCCCOC(C)C)sc3nc12,7,17,-12%,0%,-19%,-6%,-2%
COc1cccc(CC(=O)Nc2nc(-c3ccc(F)c(F)c3)cs2)c1,-2,-2,-1%,1%,6%,3%,-54%
CC(=O)Nc1cccc(NC(=O)C2CCCN2C(=O)Nc2ccc(C)cc2)c1 (stereo not given),-3,-48,-3%,·,11%,-6%,-1%
CC1C(=O)N(Cc2cccc(F)c2)c2ccccc2N1C(=O)c1ccccc1 (stereo not given),6,5,-7%,?,?,-4%,14%
CC(C)N1C(=O)S/C(=C/c2cccnc2)C1=O,20*,6,0%,?,?,10%,-3%
CC(=O)c1c(O)c2ccccc2n(C2CCCCC2)c1=O,0,3,2%,16%,13%,0%,-22%
Cc1cc(=O)[nH]c(SCC(=O)NN(c2ccccc2)c2ccccc2)n1,1,-10,1%,?,?,3%,-25%
CC(=O)c1c(C)n(-c2ccc(N(C)C)cc2)c2ccc(OCC(N)=O)cc12,-2,2,0%,9.3µM*,12µM*,-1%,61%[activator]
COc1ccc(OCC(=O)N2CC3(C)CC2CC(C)(C)C3)cc1 (stereo not given),-2,-4,1%,?,-6%,-3%,36%
c1ccc2c(c1)nc1n2CN(Cc2ccc3c(c2)OCO3)CN1,-4,-5,0%,22%,-16%,-3%,-31%
O=C(NCc1ccco1)c1ccccc1SCC(=O)N1CCCC1,·,·,·,-10%,?,6%,-21%
O=C(NC1CC1)c1ccc(Cl)c(S(=O)(=O)N2CCOCC2)c1,-2,-9,1%,0%,?,2%,-18%
CC(C)CCNC(=O)CN(CC1CCCO1)C(=O)CCC(=O)Nc1ccccn1 (stereo not given),-3,-4,-1%,42%[activator],·,0%,0%

# Screens: PubChem, National Center for Advancing Translational Sciences (NCATS)

# Compounds were not picked by outcome (roughly 22% active in at least one column).
